# WRN inhibitor – WRN helicase (human) inhibition; Q14191; WRN helicase unwinding, fluorescent forked duplex, kinetic; Potency, µM (top dose mostly 114 µM), inactives show top-dose activity change, negative = inhibition, hits mostly inhibitors; 0.46% of 360,000 active; note: potency is the fitted concentration of half-maximal effect; % is set by controls: 0 for no effect and ±100 for the full control effect; nearly all actives have a fitted effect of over 55% in size
#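 Kinetic red-fluorescence monitoring (525/598 nm) tracks WRN helicase activity after 100 nM fluorophore-quencher forked duplex and 2 mM ATP are added to 20 nM enzyme pretreated 15 min at room temperature with compound.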
# GLP-1R inv ag – GLP-1 receptor (human) inverse agonism; P43220; HEK293 GLP-1R CRE-luciferase, luminescence, 24 h; GLP-1R form is constitutively active; AID 624417; 1.6% of 410,000 active; Potency, µM (doses to about 38.3 µM), for inactives: top-dose activity change, negative = inhibition, hits mostly inhibitors; note: potency is the fitted concentration of half-maximal effect; % is set by controls: 0 for no effect and ±100 for the full control effect; nearly all actives have a fitted effect of over 55% in size
# Target sequence (P43220 whole entry, looked up): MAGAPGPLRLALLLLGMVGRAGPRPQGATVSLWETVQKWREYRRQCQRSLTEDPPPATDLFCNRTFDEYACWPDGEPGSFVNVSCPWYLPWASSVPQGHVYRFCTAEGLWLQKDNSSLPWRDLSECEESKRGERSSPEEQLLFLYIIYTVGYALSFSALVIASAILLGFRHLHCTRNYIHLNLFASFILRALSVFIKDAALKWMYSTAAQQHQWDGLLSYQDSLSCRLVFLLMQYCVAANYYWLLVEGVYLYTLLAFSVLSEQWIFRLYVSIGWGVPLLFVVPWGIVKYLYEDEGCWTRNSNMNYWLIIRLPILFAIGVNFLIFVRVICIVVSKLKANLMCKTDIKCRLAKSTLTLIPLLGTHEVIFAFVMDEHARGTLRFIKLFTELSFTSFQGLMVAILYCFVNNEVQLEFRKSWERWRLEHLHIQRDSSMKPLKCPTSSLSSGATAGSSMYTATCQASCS
#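 qHTS in 1536-well format: reporter HEK293 cells expressing constitutive GLP-1R activity in DMEM + 10% Nu serum, 24 hr with compounds at 37 deg C, luminescence read after 12 min with detection reagent.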
# D3 ag – agonists of human D3 dopamine receptor; P35462; 0.58% of 410,000 active; AID 652048; D3R DiscoveRx beta-arrestin cells, luminescence, 90 min; max activation, %; in the data active = max activation above about 30%; note: 0% is about no effect; mostly tested at two doses, the higher about 12 µM
# Target sequence (P35462 whole entry, looked up): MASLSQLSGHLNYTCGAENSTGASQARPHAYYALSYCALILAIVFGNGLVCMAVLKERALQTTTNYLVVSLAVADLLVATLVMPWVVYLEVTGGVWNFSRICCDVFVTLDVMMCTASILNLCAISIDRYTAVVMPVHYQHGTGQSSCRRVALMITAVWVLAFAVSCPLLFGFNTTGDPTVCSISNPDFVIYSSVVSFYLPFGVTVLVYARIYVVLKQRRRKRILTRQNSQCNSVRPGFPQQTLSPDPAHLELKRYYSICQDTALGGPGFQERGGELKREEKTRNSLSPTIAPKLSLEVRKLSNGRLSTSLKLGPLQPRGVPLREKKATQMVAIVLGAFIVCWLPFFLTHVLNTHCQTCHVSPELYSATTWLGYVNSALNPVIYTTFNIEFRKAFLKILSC
#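 Cells at 1500/well, incubated overnight, then treated with pinned compounds (dopamine as control) for 90 min at 37 degrees C. DiscoveRx reagent added for 30 - 60 minutes at room temperature; luminescence read.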
# GLP1R ag – activates the human GLP-1 receptor; 0.007% of 380,000 active; P43220; AID 624172; Potency, µM (top dose mostly 45.6 µM), without a hit: top-dose activation, usual class: activators; HEK293 GLP-1R CRE-luciferase, luminescence, 4-6 h; cells express a hypersensitive GLP-1R form; note: potency is the fitted concentration of half-maximal effect; % of control where 0% means no effect
# PLK1 PBD block – PLK1 (human) polo-box domain binding inhibition | Plk1 PBD binding of FITC phosphopeptide, fluorescence polarization | AID 720504 | P53350 | Potency, µM, inactives show max response, negative = inhibition, actives largely listed as inhibitors | 2.8% of 360,000 active; note: potency is the fitted concentration of half-maximal effect; series mostly up to about 57 µM; % is set by controls: 0 for no effect and ±100 for the full control effect; nearly all actives have a fitted effect of over 65% in size
# D3 antag – D3 dopamine receptor (human) antagonism; P35462; D3R cells, DiscoveRx beta-arrestin luminescence, antagonist mode; hits give low values; max response, negative = inhibition, %; 2.5% of 360,000 active; AID 652054; in the data active = max response below about -50%; inconclusive = no clear call, values can overlap the other calls; note: % is set by controls: 0 for no effect and ±100 for the full control effect; mostly tested at two doses, the higher about 12 µM
#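 Cells plated overnight at 1500 cells/well, then exposed to library compounds with dopamine controls for 90 minutes at 37 degrees C. DiscoveRx reagent added for 30–60 minutes at room temperature; luminescence read, quantitative HTS format.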
# GLP1R cytotox – cytotoxic in the GLP-1 receptor inverse agonist counter-screen; HEK293 cAMP-luciferase reporter cells, luminescence, 24 h; Potency, µM (titrated, usually from 38.3 µM), for inactives: at the highest dose activity change, negative = inhibition, hits mostly inhibitors; 0.13% of 410,000 active;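 note: loss of luciferase light is scored as toxicity; potency is the fitted concentration of half-maximal effect; % is set by controls: 0 for no effect and ±100 for the full control effect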
#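 A 23 nL compound transfer followed 12 hours of cell culture at 37 deg C; exposure then lasted 24 hr. Luciferase assay detection reagent was dispensed and plates read for luminescence after a 12 min room-temperature wait.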
# PI5P4Ka inh – PI5P4K alpha (human) kinase inhibition; PI5P4Kalpha enzyme, ADP-Glo luminescence, 60 min; hits give low values; max response, %; 1.2% of 330,000 active; active = max response of -50% or lower; inconclusive = between -30% and -50%; inactive = -30% or higher; note: value at the top dose of about 77 µM; % is set by controls: 0 for no effect and ±100 for the full control effect
#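 Enzyme plus substrate dispensed, test compounds pinned in, then ATP (5 microM final) added. After 60 min at RT, ADP-Glo reagent 1 for 45 min and reagent 2 for 30 min preceded luminescence imaging.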
# IL2 activator – activates IL-2 in a cell-based reporter assay; IL-2 activation reporter assay, cell-based qHTS; stimulated with anti-CD3/CD4/CD28 beads; in transgenic mouse T cells; activation, % (series mostly up to about 46 µM); 0.065% of 360,000 active; AID 652025; in the data active = activation above about 50%; inconclusive = mostly about 30% to 49%; note: 0% is about no effect
#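 Readout is EGFP and DsRed signal by fluorescent plate cytometry after 18 h at 37 degrees C. Transgenic mouse T cells (750/well) received compound for 60 min before bead stimulation (anti-CD3, anti-CD4, anti-CD28); memory T cells served as non-tolerant control.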
# An asterisk follows results filed as active; ? = inconclusive; . = no result given; [ ] = remark or other dose. Unless noted, calls come from the whole dose curve; as a rule, active = well fitted curve in the direction sought with a large enough effect; inconclusive = small, poorly fitted or top-dose-only effect, or another doubt; inactive = no such curve, though single readings can be large; an effect the other way counts as inactive or inconclusive.
SMILES,WRN inhibitor,GLP-1R inv ag,D3 ag,GLP1R ag,PLK1 PBD block,D3 antag,GLP1R cytotox,PI5P4Ka inh,IL2 activator
Cc1cc(C)c(C)c(S(=O)(=O)N2CCN(C(=O)c3ccccc3OCc3c(C)noc3C)CC2)c1C,3%,?,1,-1%,2%,10,4%,1,-0.7
O=C1N[C@@H](Cc2ccccc2)C(=O)N2CCC[C@@H]12,-16%,30%,-7,4%,-5%,-16,-2%,2,1.7
O=C(CSc1ncccn1)NCc1ccc2c(c1)OCO2,10%,1%,4,9%,0%,12,4%,-7,1.2
CCc1nc2ccc(C(=O)Nc3cc(-c4ccccc4)ccc3OC)cn2c1N(C)CCCc1ccccc1,-1%,10%,-15,6%,-11%,?,1%,-8,-0.5
CCOc1ccc(C(c2c(O)nc(SC)n(C)c2=O)c2c(O)nc(SC)n(C)c2=O)cc1,-16%,0%,2,-9%,12µM*,2,-24%,-12,-2.4
Cc1ccc(C(=O)NNC(=O)Cn2nnc3ccccc32)cc1,-9%,0%,-1,4%,2%,-12,-15%,4,1.2
COCCCN(Cc1ccco1)C(=O)CSc1nc2ncccc2[nH]1,6%,10%,3,8%,-15%,3,-22%,0,-1.1
O=C1C=C(NC2CCCC2)CC(c2ccccc2)C1 (centres undefined),6%[57.1 µM],-23%,5,9%,-16%,-2,-3%,-3,4.8
CCN(CC)c1ccc(CNc2nc3ccccc3n2C(C)C)cc1,-6%,?,-13,-2%,19µM*,?,-22%,4,-1.9
O=C(NC1CCCCC1)Nn1c(-c2ccccc2)nc2ccccc2c1=O,-4%,3%,-9,-1%,1%,-9,-14%,0,-0.3
CC(NCC(O)COc1ccc(S(=O)(=O)N2CCOCC2)cc1)c1ccccc1 (centres undefined),-3%,-29%,4,2%,-5%,5,-4%,-4,-0.4
CCc1cc2c(=O)n(-c3ccccc3)c(=S)[nH]c2s1,-4%,0%,2,-8%,-23%,-27,4%,.,-2.4
Cc1cccc(NC(=S)N2CCN(c3ccc(F)cc3)CC2)c1,8%,?,-4,16%,-6%,8,-27%,4,-2.7
O=C(NCc1ccccc1)c1ccc(NC(=O)c2ccccc2F)cc1,-4%,0%,-3,-13%,3%,-8,-6%,-6,1.6
CCOC(=O)CCCCCC(=O)Nc1ccc2c(c1)C(=O)N([C@@H](C)CO)C[C@H](C)[C@H](CN(C)C(=O)c1ccccc1)OCCCC[C@H](C)O2,6%,3%,0,2%,6%,-4,-25%,-5,-1.1
COc1cc2c(cc1OC)CN(S(=O)(=O)c1cccc(F)c1)CC2,0%,7%,-6,4%,-10%,-25,6%,0,-2.1
COc1ccc(C)cc1NC(=O)CN(c1ccccc1F)S(C)(=O)=O,-22%,2%,-2,1%,-5%,-5,9%,-1,0.1
Cc1ccc(N(Cc2cc3ccc(C)cc3[nH]c2=O)C(=O)c2cccs2)cc1,1%,11%,1,6%,-9%,7,8%,-2,-5.0
Cc1nonc1OCCN1CCN(c2ccccc2[N+](=O)[O-])CC1,4%,?,-9,5%,-4%,-58*,5%,-8,-4.1
CCCC(C(=O)NCCC(C)C)N(Cc1ccccc1Cl)C(=O)c1snc(C(N)=O)c1N (centres undefined),-4%,?,1,5%,-11%,-4,-11%,7,-1.7
O=C(CSc1nnc(-c2ccccc2)o1)Oc1ccc(Br)cc1,-5%,0%,-9,-1%,-5%,4,7%,.,-0.7
Cn1c(C(=O)N2CCN(Cc3ccc4c(c3)OCO4)CC2)cc2c(=O)n(C)c3ccccc3c21,-5%,-14%,2,-5%,-7%,16,4%,0,-0.3
CCn1c(CNC(=O)c2ccccc2)nc2ccccc21,-5%,-7%,-9,-2%,2%,-5,6%,.,-0.4
O=C(NCc1ccc(Cl)cc1)c1csc(-c2cccnc2)n1,-5%,35%,-1,16%,30µM*,-12,1%,3,-1.0
O=C(O)c1cc(N2CCCCC2)nc2ccccc12,5%,1%,-3,-2%,-5%,-6,19%,0,0.0
# The listing continues.
SMILES,WRN inhibitor,GLP-1R inv ag,D3 ag,GLP1R ag,PLK1 PBD block,D3 antag,GLP1R cytotox,PI5P4Ka inh,IL2 activator
Cc1ccc(-c2nc(C#N)c(N3CCC(C(N)=O)CC3)o2)cc1,-9%,1%,-15,13%,-8%,-24,18%,0,-0.3
O=S(=O)(Nc1cc(Cl)ccc1N1CCCCC1)c1cccs1,2%,?,-6,-4%,-8%,-13,-3%,.,-2.9
COc1ccc(NS(=O)(=O)c2ccc(C)cc2)c([N+](=O)[O-])c1,3%,3%,-5,-1%,27µM*,-6,-13%,-4,4.7
Cc1nc2ccc(S(=O)(=O)NCC(=O)NCc3ccc4c(c3)OCO4)cc2s1,1%,1%,-9,1%,-12%,-5,-3%,-3,-0.1
Cc1cc(/C=N/NC(=O)c2cccc([N+](=O)[O-])c2)c(C)n1-c1ccc(Cl)cc1Cl,-10%,?,-18,-18%,-10%,0,-23%,5,-0.1
O=c1[nH]c(NCc2ccccc2)nc2c1CCC2,6%,2%,0,1%,-7%,2,5%,-7,1.9
Cn1cnnc1SCC(=O)NC(=O)NC1CCCC1,-10%,4%,5,1%,-2%,11,-3%,.,2.4
COCCN(C(=O)C1CC1)c1nnc(-c2cccc(C)c2)s1,2%,-21%,2,4%,-8%,8,-7%,1,0.5
Cc1onc(-c2c(F)cccc2Cl)c1C(=O)NCCN1CCNC1=O,4%,2%,5,6%,-7%,10,3%,2,3.8
CCOc1ccc(OC(=O)c2ccc3c(=O)n4c(nc3c2)CCC4)cc1,-34%,15%,3,4%,-8%,0,-3%,1,-0.1
COc1ccccc1NC1=C(N2CCCCC2)C(=O)c2ccccc2C1=O,-28%,?,-1,-11%,-15%,-10,-29%,3,-0.7
O=C(CSc1c[nH]c2ccccc12)NC1CCCC1,9%,0%,-2,2%,?,-14,-6%,-8,-1.9
CCCCC(=O)Nc1ccc(C(=O)NCCc2ccc(S(N)(=O)=O)cc2)cc1,3%,1%,0,2%,3%,5,-3%,-1,0.1
Fc1cccc(CO/N=C/c2c(-c3ccccc3)nc3ccc(Cl)cn23)c1,-18%,?,1,11%,-7%,34,3%,.,-0.4
COc1cc(NC(=O)COC(=O)/C=C/c2ccccc2Cl)cc(OC)c1,-27%,1%,-4,-4%,-5%,-17,5%,22,0.0
COCCCNC(=O)c1ccc(N2CCOCC2)c(NS(=O)(=O)c2ccc(OC)cc2)c1,-6%,0%,5,-2%,-2%,-73*,-8%,.,-0.1
CC[C@]12c3[nH]c4cc(CCC(=O)N(C)C)ccc4c3CCN1C(=O)[C@@H](CC(=O)NCCCn1ccnc1)C[C@@H]2C(=O)N1CCN(C(=O)C2CC2)CC1,8%,7%,-22,-2%,-17%,-12,-3%,0,0.5
CN=c1sc2ccccc2n1CC(O)c1ccccc1 (centres undefined),0%,?,1,9%,-13%,-7,8%,3,-0.6
CNS(=O)(=O)c1cc(-c2nnc(Nc3ccc(CC(N)=O)cc3)c3ccccc23)ccc1C,0%,22%,11,13%,-7%,15,-5%,-7,0.5
CCC(C(=O)OCC(=O)Nc1cc(C)ccc1OC)c1ccccc1 (centres undefined),-10%,10µM*,-11,22%,-15%,0,-8%,11,4.5
CC(C)(C)n1nnnc1C(c1cccnc1)N1CCN(c2ccccc2F)CC1 (centres undefined),5%,-2%,-4,15%,-8%,18,7%,9,0.7
Cc1cccc(Nc2nc(N)nc(CCl)n2)c1,-15%,?,5,5%,-7%,12,?,2,0.9
CCOc1ccc(CNC(=O)CCCOc2cc(=O)n(C)c3ccccc23)cc1,-2%,7%,-1,11%,-3%,1,2%,0,2.5
COC(=O)c1ccc2c(=O)[nH]c(COC(=O)c3c(-c4ccccc4Cl)noc3C)nc2c1,-3%,?,17,-1%,1%,5,-9%,-2,0.8
O=C(CN(C(=O)c1csnn1)c1ccc(F)cc1)NCCc1ccccc1,0%[57.1 µM],15%,13,11%,4%,2,1%,0,-0.8
# Additional compounds:
SMILES,WRN inhibitor,GLP-1R inv ag,D3 ag,GLP1R ag,PLK1 PBD block,D3 antag,GLP1R cytotox,PI5P4Ka inh,IL2 activator
Cn1c(COc2ccccc2)nc2ccccc21,3%,15%,-12,22%,-4%,-3,10%,-5,0.1
Cc1cc(N)nc(SCC(=O)N2C(C)CCCC2C)n1 (centres undefined),-11%,1%,0,16%,-24%,-12,-3%,-4,0.6
CCc1cccc2c(C(=O)Cn3nnc(-c4ccc(OC)c(OC)c4)n3)c[nH]c12,-11%,?,4,4%,-8%,-1,-29%,15,-0.6
Cc1nn(Cc2ccccc2)c(C)c1NC(=O)CSc1nc(-c2ccccc2)nc2c1cnn2-c1ccccc1,-8%,-1%,4,-2%,-7%,28,-1%,1,0.6
Nc1nnc(CSCc2cccc(Br)c2)s1,-7%[57.1 µM],11%,-17,-2%,-7%,0,2%,-1,-0.3
Cc1sc2nc(CN3CCN(c4ccc(O)cc4)CC3)[nH]c(=O)c2c1C,-13%,?,2,10%,-1%,7,-27%,?,-0.6
CC(=O)c1cccc2c1OC(C)C(=O)N2Cc1ccc(Cl)cc1 (centres undefined),-3%,-7%,2,10%,4%,28,5%,0,0.5
Cc1cccc(-n2ncc3c2CCCC3NC(=O)CN2CCCC2=O)c1C (centres undefined),-22%,-6%,5,12%,-7%,12,2%,5,-2.7
Nc1ccccc1-n1nc2ccc3ccccc3c2n1,-6%,10%,2,-1%,-7%,-4,180%[activator],6,-2.4

# From PubChem
